MmCpn inh: inhibitors of Methanococcus maripaludis chaperonin (MmCpn) | purified Mm-Cpn ATPase, ADP Transcreener TR-FRET | Potency, µM (doses to about 76.9 µM), for inactives: at the highest dose activity, negative = inhibition, hits mostly inhibitors | hit rate 0.031% among 330,000; also: potency is read from the fitted curve at half-maximal effect; % is scaled to controls: 0 for no effect and ±100 for the full control effect; nearly all actives have a fitted effect of over 80% in size
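ATPase turnover read by TR-FRET ADP competition (Eu cryptate antibody/ADP-d2, 665/590 nm): 10uM ATP final, 25nM Mm-CPN final, 30 min 37degC after 10-min compound preincubation, pH 7.4 Tris/KCl/MgCl2/DTT buffer.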
PLK1 PBD block: PLK1 (human) polo-box domain binding inhibition | Potency, µM, for the others: max response, negative = inhibition, most hits filed as inhibitors | AID 720504 | P53350 | Plk1 PBD binding of FITC phosphopeptide, fluorescence polarization | hit rate 2.8% among 360,000; also: potency is read from the fitted curve at half-maximal effect; series mostly up to about 57 µM; % is scaled to controls: 0 for no effect and ±100 for the full control effect; nearly all actives have a fitted effect of over 65% in size
Target sequence (P53350 whole entry, looked up, the tested form may be a part): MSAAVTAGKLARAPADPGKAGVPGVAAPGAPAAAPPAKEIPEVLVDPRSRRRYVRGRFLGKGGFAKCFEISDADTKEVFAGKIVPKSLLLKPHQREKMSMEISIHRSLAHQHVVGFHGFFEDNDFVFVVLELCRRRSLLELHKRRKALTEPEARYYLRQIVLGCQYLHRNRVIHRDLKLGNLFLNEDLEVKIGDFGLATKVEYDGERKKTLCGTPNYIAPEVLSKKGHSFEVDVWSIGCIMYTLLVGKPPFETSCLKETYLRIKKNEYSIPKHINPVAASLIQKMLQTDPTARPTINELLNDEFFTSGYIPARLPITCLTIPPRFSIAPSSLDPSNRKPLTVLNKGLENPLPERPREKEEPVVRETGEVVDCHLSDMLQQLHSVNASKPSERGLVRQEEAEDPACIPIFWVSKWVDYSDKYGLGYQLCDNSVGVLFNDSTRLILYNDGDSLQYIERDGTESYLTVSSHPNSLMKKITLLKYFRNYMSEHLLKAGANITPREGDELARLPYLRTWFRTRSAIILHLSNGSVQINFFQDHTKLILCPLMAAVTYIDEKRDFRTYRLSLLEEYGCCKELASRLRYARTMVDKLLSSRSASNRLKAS
EPAC2 antag: EPAC2 (human) antagonism | hit rate 0.18% among 360,000 | EPAC2 GEF exchange of Rap1B-BODIPY-GDP, fluorescence | Potency, µM (titrated, usually from 114 µM), inactives show top-dose activity, negative = inhibition, usual class: inhibitors; also: potency is read from the fitted curve at half-maximal effect; % is scaled to controls: 0 for no effect and ±100 for the full control effect; nearly all actives have a fitted effect of over 45% in size; many of its hits are not listed in these tables
EPAC1 antagonist: blocks human EPAC1 exchange factor; Potency, µM (titrated, usually from 115 µM), for inactives: top-dose activity change, negative = inhibition, hits mostly inhibitors; EPAC1 GEF assay, Rap1b-BODIPY-GDP exchange fluorescence; AID 720709; hit rate 0.14% among 360,000; O95398;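 also: potency is read from the fitted curve at half-maximal effect; plate controls were vehicle for no effect and positive control for full effect; nearly all actives have a fitted effect of over 50% in size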
CCT modulator: modulators of cytosolic chaperonin (CCT/TRiC) activity. purified chaperonin ATPase assay, HTRF ADP detection, 30 min. AID 651819. hit rate 0.3% among 360,000. activity change, % (test concentration not listed), hits read low; in the data active = activity change below about -30%; also: % is scaled to controls: 0 for no effect and ±100 for the full control effect
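First, chaperonin was dispensed at 40 nM or 20 nM final depending on batch activity. Next, compounds were pinned at 76 uM and ATP added at 10 uM. After 30 min at 37 °C, ADP detection reagents ran 30 min at ambient temperature.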
EPAC1 agonist: activates human EPAC1 exchange factor. O95398. EPAC1 agonist qHTS, biochemical assay; response scale: 100% = response to 6.5 mM cAMP. Potency, µM (series often up to 154 µM), without a hit: at the top dose activation, usual class: activators. hit rate 0.073% among 360,000. AID 720707; also: potency is read from the fitted curve at half-maximal effect; nearly all actives have a fitted effect of over 60% in size
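Normalized to 6.5 mM cAMP, activity reflects EPAC1-catalysed release of BODIPY-GDP from Rap1B, followed kinetically over 30 min at 480 nm excitation, 540 nm emission. Reaction contained 100 nM EPAC1, 250 nM Rap1B-BODIPY-GDP, 50 uM GDP.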
WRN inhibitor: inhibitors of human WRN helicase; WRN helicase unwinding, fluorescent forked duplex, kinetic; Potency, µM (titrated, usually from 114 µM), without a hit: top-dose activity change, negative = inhibition, most hits filed as inhibitors; hit rate 0.46% among 360,000; AID 651768; also: potency is read from the fitted curve at half-maximal effect; % is scaled to controls: 0 for no effect and ±100 for the full control effect; nearly all actives have a fitted effect of over 55% in size
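WRN at 20 nM final preincubated with compound 15 min at room temperature; reaction started with 100 nM fluorophore/quencher forked duplex oligonucleotide and 2 mM ATP final. Unwinding followed kinetically by red fluorescence (ex 525, em 598 nm).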
PI5P4Ka inh: blocks human PI5P4K alpha kinase activity. P48426. PI5P4Kalpha enzyme, ADP-Glo luminescence, 60 min; stronger effect = lower value. max response, %. hit rate 1.2% among 330,000. AID 652105; active = max response of -50% or lower; inconclusive = between -30% and -50%; inactive = -30% or higher; also: value at the top dose of about 77 µM; % is scaled to controls: 0 for no effect and ±100 for the full control effect
Target sequence (P48426 whole entry, looked up): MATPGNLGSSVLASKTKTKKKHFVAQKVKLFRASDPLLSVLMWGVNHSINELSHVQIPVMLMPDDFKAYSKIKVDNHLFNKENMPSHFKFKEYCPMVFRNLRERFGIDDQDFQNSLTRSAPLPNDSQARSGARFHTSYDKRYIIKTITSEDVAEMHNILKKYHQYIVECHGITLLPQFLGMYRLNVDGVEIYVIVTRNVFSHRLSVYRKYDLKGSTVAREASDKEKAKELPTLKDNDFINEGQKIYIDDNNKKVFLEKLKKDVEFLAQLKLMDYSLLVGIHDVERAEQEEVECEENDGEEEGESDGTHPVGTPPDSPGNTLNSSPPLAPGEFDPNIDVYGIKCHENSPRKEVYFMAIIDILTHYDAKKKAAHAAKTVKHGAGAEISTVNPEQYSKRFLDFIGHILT
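Luminescence from ADP-Glo served as readout of PI5P4Kalpha activity in a qHTS format. Reaction: enzyme, substrate, compound, ATP at 5 microM final, 60 min at RT.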
The depositor's hits bear a star; ? = inconclusive; . = no result given; [ ] = another dose, or the depositor's remark. Unless noted, calls follow the shape of the dose curve; as a rule, active = well fitted curve in the direction sought with a large enough effect; inconclusive = small, poorly fitted or top-dose-only effect, or another doubt; inactive = no such curve, though single readings can be large; an effect the other way counts as inactive or inconclusive.

SMILES	MmCpn inh	PLK1 PBD block	EPAC2 antag	EPAC1 antagonist	CCT modulator	EPAC1 agonist	WRN inhibitor	PI5P4Ka inh
Cc1ccc(NC(=O)c2cc(-c3ccc4c(c3)OCO4)on2)cc1	-1.3%	-2.4%	2.2%	6.9%	-1.4	1.4%	1.1%	4.8
OC[C@@H]1CN(CCN2CCOCC2)C[C@H](n2cnc3c(N4CCCC4)ncnc32)O1	.	2.4%	-1.3%	-3.6%	1.2	6.6%	-2.7%	8.4
Nc1ncc(Br)cc1S(=O)(=O)NCCc1ccccc1	1.7%	-1.9%	-17.2%	-0.9%	-1.0	4.2%	-15.5%	6.1
Cc1c(N(C(=O)c2ccccn2)C2(C(=O)NC3CCCCC3)CCCCC2)c(=O)n(-c2ccccc2)n1C	-0.6%	-7.9%	0.1%	-27.3%	-2.5	-1.6%	-28.8%	1.6
CC1(C(=O)Nc2ccc3c(c2)OCCO3)CN(S(C)(=O)=O)CC(=O)N1CCc1ccc(O)cc1 (stereo not drawn)	.	0.9%	1.0%	-5.0%	.	-18.6%	7.9%	-0.6
CC(C(=O)N1CCCCC1)N(C)CC(=O)Nc1cccc(F)c1 (stereo not drawn)	0.4%	0.2%	0.6%	-3.7%	-0.4	3.8%	2.1%	0.5
O=C1C=C(c2cccc(Br)c2)C[C@@H](c2ccc(Cl)cc2)C1	2.6%	-3.9%	0.0%	-4.0%	-4.6	10.8%	-8.2%	15.2
C=CCNC(=O)C1CC(=O)N(c2ccc(OCC(=O)Nc3ccc(Cl)cc3)cc2)C1 (stereo not drawn)	0.8%	?	1.6%	2.0%	0.5	-5.8%	-6.2%	-5.4
Cc1nn(-c2ccccc2)c(C)c1/C=C/C(=O)OCC(=O)Nc1ncc(C(F)(F)F)cc1Cl	-1.9%	-4.4%	0.6%	8.8%	-2.5	-7.7%	1.2%	-0.3
CNS(=O)(=O)c1ccc(CNC[C@H]2O[C@@H](n3cnc(C(N)=O)n3)[C@H](O)[C@@H]2O)cc1	.	-11.9%	4.1%	-16.4%	-1.3	-1.8%	-8.3%	8.5
COC(=O)c1cc2sccc2n1Cc1nc(-c2ccc(Cl)cc2)oc1C	-0.5%	2.0%	8.5%	7.7%	-1.3	-10.2%	-8.6%	9.6
CC1Cc2nc(SCC(=O)NCC3CCCO3)n(Cc3ccccc3)c(=O)c2S1 (stereo not drawn)	-2.1%	0.1%	5.8%	4.0%	0.7	2.5%	-5.5%	.
CCCC(=O)Nc1ccc(C(=O)N/N=C/c2ccc([N+](=O)[O-])o2)cc1	0.3%	-19.7%	-2.1%	-6.7%	-1.9	8.7%	2.9%[11.6 µM]	-0.5
COc1ccc(/C(C)=N/NC(=O)c2nnn(-c3nonc3N)c2-c2cccs2)cc1	2.2%	-8.2%	0.8%	0.9%	-0.3	2.5%	5.9%	-2.0
CC1(C)NC(=O)N(CCSc2ccc(Cl)cc2)C1=O	-4.8%	3.5%	-0.6%	1.8%	-5.3	-1.3%	0.9%	-0.7
O=C(NCc1ccccn1)c1cc2n(n1)C(C(F)(F)F)CC(c1ccco1)N2 (stereo not drawn)	-0.1%	-3.8%	7.1%	0.0%	1.7	-6.7%	-8.7%	-6.6
Cc1cc(Nc2ccccc2F)n2ncnc2n1	0.0%	?	2.7%	-12.5%	2.1	4.9%	-5.8%	0.5
O=C(Nc1cccc(F)c1)C1CCCN(C(=O)c2ccc(Cl)cc2)C1 (stereo not drawn)	2.2%	-2.3%	-3.6%	6.6%	-3.7	14.1%	-1.9%	-0.4
O=C(NCc1ccc(F)cc1)Nc1ccc(Cl)cc1	0.8%	-3.6%	6.4%	-15.6%	0.4	4.1%	5.1%	2.5
CNc1nc2c(c(=O)n(C)c(=O)n2C)n1CCCc1ccccc1	-0.9%	2.1%	-1.0%	-27.0%	1.6	2.4%	4.9%	-1.3
Cc1ccc(C(=O)N/C(=C\c2cccs2)C(=O)NCCCn2ccnc2)cc1	0.5%	1.7%	4.2%	13.0%	2.1	3.7%	-7.7%[57.1 µM]	2.6
COc1ccc(C)cc1NS(=O)(=O)c1ccc(-c2cnc(C3CC3)o2)cc1	-3.0%	-0.6%	1.1%	10.4%	-1.3	-5.6%	-2.2%	-10.0
Cc1cccc(NC(=O)c2ccccc2C(=O)O)c1	1.8%	0.7%	6.6%	-0.6%	-3.1	7.4%	2.6%	1.2
Cc1ccc(C)c(OCC(O)CN2C(C)CCCC2C)c1 (stereo not drawn)	0.7%	11.9µM*	3.9%	2.5%	0.0	-3.0%	0.0%	-10.6
O=C1CCc2cc(S(=O)(=O)NCCCC(=O)N3CCN(Cc4ccc5c(c4)OCO5)CC3)ccc2N1	2.7%	-1.5%	7.2%	-8.2%	1.2	1.2%	-8.3%	3.0
COc1ccc(OCC(=O)NNC(=O)C(=O)N2CCCC2)cc1	0.8%	0.0%	-1.4%	-24.0%	-6.1	5.7%	-21.5%	4.1
COc1ccc(/C=N/n2c(-c3cccs3)n[nH]c2=S)cc1	0.6%	-20.7%	-4.5%	-16.0%	-3.8	-4.3%	-4.6%	-1.0
Cc1nc(NC(=O)c2ccccc2)sc1-c1cc(C(=O)N2CCOCC2)nn1Cc1ccccc1	.	-11.6%	-0.1%	16.5%	6.2	7.4%	5.9%	-54.8*
COc1ccc(CN2CCNC(=O)C2CC(=O)NCC2CCOCC2)c(F)c1 (stereo not drawn)	1.6%	-10.3%	1.7%	18.5%	-4.4	6.7%	-28.5%	4.0
COc1ccc(C(C(=O)NCC2CCCO2)N(Cc2ccco2)C(=O)c2snc(C(N)=O)c2N)cc1OC (stereo not drawn)	-1.3%	1.4%	-6.7%	-2.7%	-0.5	1.4%	3.7%	-4.4
COc1ccc([C@H]2CC(=O)C=C(c3ccc(CNC(=O)OC(C)(C)C)cc3)C2)cc1	-3.5%	-16.5%	8.6%	-13.0%	0.4	4.5%	-0.5%	0.8
O=C(CCN1C(=O)c2ccncc2C1=O)NCc1ccc(Cl)cc1	0.5%	0.0%	3.3%	-16.7%	1.0	0.0%	-4.9%	2.4
CCc1ccccc1N(CC(=O)NCC1CCCO1)C(=O)CCC(=O)Nc1nccs1 (stereo not drawn)	0.6%	21.2µM*	4.1%	-17.2%	-2.3	8.3%	10.0%	-15.2
O=C(CN1CCC(NC(=O)c2ccccc2F)CC1)Nc1ccc2c(c1)OCCO2	3.2%	-9.7%	-2.3%[57.1 µM]	-3.1%	-0.5	-3.2%	0.6%	1.0
O=C(NC(CO)Cc1ccccc1)c1ccccc1 (stereo not drawn)	0.2%	-11.9%	-0.8%	-9.4%	0.1	5.0%	3.0%	-0.4
COc1cccc(-n2nc(C(N)=O)c(O)cc2=O)c1	0.9%	-15.7%	-19.0%	-24.6%	2.2	-2.0%	8.5%	0.2
CC(=O)NC1C(=O)N=C(SCc2ccccc2)NC1=O (stereo not drawn)	-1.4%	-11.7%	11.9%	-7.6%	0.4	-2.4%	9.8%	0.8
CCCS(=O)(=O)NC(=O)C1(C)CCCN(C(=O)CSc2ccccc2)C1 (stereo not drawn)	.	-7.1%	17.9%	2.4%	-1.2	3.1%	5.4%	1.1
COC(=O)CC(NC(=O)c1ccc(C)cc1)c1ccc2c(c1)OCO2 (stereo not drawn)	3.1%	-4.4%	10.2%	-2.2%	-0.4	-2.3%	1.5%	2.7
O=C(NCC1CCCO1)c1cn(Cc2ccccc2Cl)nc1-c1ccccc1 (stereo not drawn)	-0.4%	-3.1%	-8.2%	-17.5%	1.0	-9.5%	-5.5%	0.6
CN(C(=O)COC(=O)c1cc(S(=O)(=O)N2CCCCC2)ccc1Cl)c1ccccc1	0.3%	-1.1%	-14.4%	-3.1%	1.4	1.2%	-1.9%	1.8
OCC1CCN(Cc2cn(Cc3ccccc3)nc2-c2cc3ccccc3o2)CC1	-1.6%	1.1%	11.6%	-18.1%	-1.3	4.1%	0.6%	12.4
CC(=O)C1=C(C)OC(N)=C(C#N)C1c1cccc2ccccc12 (stereo not drawn)	3.8%	-27.6%	0.1%	-18.2%	3.6	7.7%	-3.3%	-3.9
Nn1c(SCC(=O)Nc2ccccc2F)nnc1C1CCCCC1	0.0%	-13.5%	5.8%	15.3%	-1.1	5.3%	4.0%	-4.1
CCOCC(=O)Nc1ccc2c(c1)N(S(=O)(=O)c1cccs1)CCC2	-1.1%	-14.7%	-5.4%	-15.2%	-0.2	4.9%	-10.4%	3.3
CC(C)(C)N(Cc1ccccc1)C(=O)CN1C(=O)NC2(CCCCCC2)C1=O	-0.3%	2.1%	-18.3%	-14.0%	-2.9	10.4%	-1.5%	4.5

In the list so far, 8 contain an aryl methoxy group.
SMILES	MmCpn inh	PLK1 PBD block	EPAC2 antag	EPAC1 antagonist	CCT modulator	EPAC1 agonist	WRN inhibitor	PI5P4Ka inh
COc1ccc(/C(C)=N/NC(=O)c2nnn(-c3nonc3N)c2-c2cccs2)cc1	2.2%	-8.2%	0.8%	0.9%	-0.3	2.5%	5.9%	-2.0
COc1ccc(C)cc1NS(=O)(=O)c1ccc(-c2cnc(C3CC3)o2)cc1	-3.0%	-0.6%	1.1%	10.4%	-1.3	-5.6%	-2.2%	-10.0
COc1ccc(OCC(=O)NNC(=O)C(=O)N2CCCC2)cc1	0.8%	0.0%	-1.4%	-24.0%	-6.1	5.7%	-21.5%	4.1
COc1ccc(/C=N/n2c(-c3cccs3)n[nH]c2=S)cc1	0.6%	-20.7%	-4.5%	-16.0%	-3.8	-4.3%	-4.6%	-1.0
COc1ccc(CN2CCNC(=O)C2CC(=O)NCC2CCOCC2)c(F)c1 (stereo not drawn)	1.6%	-10.3%	1.7%	18.5%	-4.4	6.7%	-28.5%	4.0
COc1ccc(C(C(=O)NCC2CCCO2)N(Cc2ccco2)C(=O)c2snc(C(N)=O)c2N)cc1OC (stereo not drawn)	-1.3%	1.4%	-6.7%	-2.7%	-0.5	1.4%	3.7%	-4.4
COc1ccc([C@H]2CC(=O)C=C(c3ccc(CNC(=O)OC(C)(C)C)cc3)C2)cc1	-3.5%	-16.5%	8.6%	-13.0%	0.4	4.5%	-0.5%	0.8
COc1cccc(-n2nc(C(N)=O)c(O)cc2=O)c1	0.9%	-15.7%	-19.0%	-24.6%	2.2	-2.0%	8.5%	0.2

Compound activity (PubChem)

This is a subset, so the mix of outcomes need not match the whole.
